# NTR1 agonist: agonists of NTR1, primary screen, imaging, U2OS cells, beta-arrestin-GFP, high content (AID 493036) | Neurotensin receptor type 1 (Homo sapiens), P30989 | NTR1-U2OS beta-arrestin-GFP spot imaging, agonist mode | activation, % at 20 µM | 330,000 compounds, 0.17% hits;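 active = activation at or above 40% of the spot to cytoplasm intensity ratio, with at least 20 cells analyzed; inconclusive = wells under 20 cells, flagged as cytotoxic or low count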;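 also: 0% = DMSO without peptide and 100% = 100 nM NTR1 peptide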
# Target sequence (P30989 whole entry, looked up): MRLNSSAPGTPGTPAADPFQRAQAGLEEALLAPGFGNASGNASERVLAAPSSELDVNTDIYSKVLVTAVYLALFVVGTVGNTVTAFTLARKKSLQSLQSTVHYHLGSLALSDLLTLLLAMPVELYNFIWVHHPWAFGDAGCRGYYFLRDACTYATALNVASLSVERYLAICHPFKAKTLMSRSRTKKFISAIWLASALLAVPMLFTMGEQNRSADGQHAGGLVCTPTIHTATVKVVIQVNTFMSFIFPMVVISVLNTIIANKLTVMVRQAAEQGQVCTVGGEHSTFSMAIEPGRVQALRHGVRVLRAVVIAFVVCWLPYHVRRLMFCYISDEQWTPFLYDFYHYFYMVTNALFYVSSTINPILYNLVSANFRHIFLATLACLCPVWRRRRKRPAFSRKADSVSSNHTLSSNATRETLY
# Myeloid diff MLP: induction of myeloid progenitor differentiation, primary screen, cell-based, flow cytometry, MLPCN library; ER-HoxA9 myeloid progenitors, lysozyme-GFP differentiation; calls only at 10 µM; 360,000 compounds, 1% hits; AID 624256, 2012;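 active = normalized GFP-positive differentiation at or above the plate's own cutoff, the solvent-only control mean plus 3 SD; inconclusive = no clear call, values can overlap the other calls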;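 also: cells exposed to compound for four days before flow analysis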
# GPR55 beta-arrestin: GPR55 agonists via beta-arrestin recruitment, primary screen, imaging, U2OS cells, beta-arrestin-GFP redistribution (AID 1961) | G-protein coupled receptor 55 (Homo sapiens) | U2OS GPR55 beta-arrestin-GFP redistribution imaging; higher % means a stronger effect | activation, % at 10 µM, or EC50 in µM where a hit was titrated | 290,000 compounds, 0.048% hits;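 active = activation above 40% with more than 50 cells counted in the well; inconclusive = wells holding fewer than 50 cells, flagged as toxic or sparse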;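 also: U2OS osteosarcoma cells stably expressing GPR55 and beta-arrestin-GFP; plate controls were DMSO negative control for no effect and LPI positive control for full effect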
# NOD2 inhibition: NOD2 signaling inhibitors, cell-based, luminescence, uHTS, HEK293 (AID 1566) | HEK293 NOD2/NF-kB luciferase reporter, luminescence; higher % means a stronger effect | inhibition, % at 4 µM, or EC50 in µM where a hit was titrated | 290,000 compounds, 0.63% hits; also: many of its hits are not listed in these tables
# NOD1 inhibition: NOD1 signaling inhibitors, primary screen, cell-based, luminescence, uHTS (AID 1578); NOD1-driven NF-kB luciferase reporter cells, luminescence; higher % means a stronger effect; one-dose inhibition, % at 4 µM; EC50 in µM for titrated hits; 290,000 compounds, 1% hits; in the data active = inhibition mostly above about 36%, no sharp cut-off; inactive = mostly below about 34%;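 also: HEK-293T reporter cells stimulated with the NOD1 agonist gamma-tri-DAP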
# KOR beta-arrestin-1: KOR agonists, beta-arrestin recruitment, primary screen, cell-based, luminescence, uHTS (AID 1777) | activation, % at 10 µM; hits with a dose series show EC50 in µM | Kappa-type opioid receptor (Homo sapiens) | KOR beta-arrestin recruitment, luminescence; higher % means a stronger effect | 280,000 compounds, 0.02% hits; in the data active = activation above about 50%, passing the limit was not always enough; also: a part of the inactive calls stands beside numbers as strong as those of hits
# GPR55 antagonists: GPR55 antagonists blocking LPI-driven arrestin recruitment, primary screen, imaging, U2OS, beta-arrestin-GFP, LPI agonist (AID 2013). one-dose inhibition, % at 10 µM; IC50 in µM for titrated hits. 290,000 compounds, 0.13% hits. G-protein coupled receptor 55 (Homo sapiens). U2OS GPR55 beta-arrestin-GFP translocation imaging, LPI antagonism; higher % means a stronger effect;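 active = spots per cell inhibited over 60%, with over 100 cells counted and total cytoplasm intensity under 500,000; inconclusive = wells with under 100 cells, flagged as likely toxic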;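 also: U2OS cells stably carrying GPR55 and arrestin-GFP stimulated by 5 µM LPI near EC80; imaged beta-arrestin-GFP aggregate spots per cell after agonist stimulation; plate controls were LPI-stimulated DMSO wells for no effect and DMSO wells without LPI for full effect; some results filed as inactive read as strong as hits; confirmed hits need IC50 under 10 µM and bright autofluorescent wells are also inconclusive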
# KOR beta-arrestin-2: KOR antagonists, beta-arrestin recruitment, cell-based, luminescence, uHTS (AID 1778); Kappa-type opioid receptor (Homo sapiens); KOR beta-arrestin recruitment, luminescence, antagonist mode; higher % means a stronger effect; inhibition, % at 10 µM, or IC50 in µM where a hit was titrated; 290,000 compounds, 0.091% hits; also: strong numbers were not always called active
# T cell HTS: modulators of CD8 T cell-vesicle binding, primary screen, mouse 2C CD8+ T cells, flow cytometry. 2C CD8+ T cell-vesicle binding; active compounds read low. calls only at 7 µM. 330,000 compounds, 0.068% hits. AID 2052, 2009;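 active = response, share of CD8 T cells binding vesicles, and their 90th percentile fluorescence all below set limits, cut at about 80% in these data, passing the limit was not always enough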
#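 Read-out – percent CD8+ FL2 mean versus row control · System – murine 2C transgenic CD8+ T lymphocytes · Times – 1.5 h cell–vesicle binding at 37 °C, then 20 min icy labelling · Control set – naked vesicles low, QL9 vesicles with vehicle high · Detection – cytometric PE anti-B7-1 and Alexa647 anti-CD8 signals after 1% paraformaldehyde fixation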
# T cell HTS vesicle-bound %: second read-out of T cell HTS, no call of its own (marks repeat the call); double positive events, %; measured here: CD8+ vesicle-bound cell fraction;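 binding gate set so that unloaded-vesicle control wells show 10% double positive cells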
# NTR1 agonist cell count 20 µM: recorded beside NTR1 agonist, whose call it bears; cell count; measured here: cell count, cytotoxicity flag
# Myeloid diff MLP GFP+ MAC1+ %: second read-out of Myeloid diff MLP, no call of its own (marks repeat the call); GFP+ MAC1+ double positive, %; measured here: differentiation confirmed by MAC1 staining
# * = called active by the depositor; i = inactive; ? = inconclusive; · = no result given; + = active, no number; [ ] = remark or other dose. Rule as the data show it, unless noted: active = inhibition above about 50%; inactive = the rest. The list is partial; count on the stated rates, not on these rows.
SMILES,NTR1 agonist,NTR1 agonist cell count 20 µM,Myeloid diff MLP,Myeloid diff MLP GFP+ MAC1+ %,GPR55 beta-arrestin,NOD2 inhibition,NOD1 inhibition,KOR beta-arrestin-1,GPR55 antagonists,KOR beta-arrestin-2,T cell HTS,T cell HTS vesicle-bound %
Cc1nnc(SCCn2c(N3CCN(Cc4ccccc4)CC3)nc3c2c(=O)[nH]c(=O)n3C)s1,1.5,98,i,0.6,-0.3%,9%,-12%,-3.0%,1%,-38%,i,45
CCN1CCN(CCCNC(=O)c2ccc(/C=C3/Sc4ccccc4N(Cc4ccccc4F)C3=O)cc2)CC1,41*,51*,i,0.3,-0.4%,15%,1%,-0.7%,5%,0%,i,22
COc1cccc(NS(=O)(=O)c2ccc3c(c2)N(C(C)=O)CCO3)c1,-0.4,56,?,·,-0.1%,34%,8%,3.0%,4%,-34%,i,5
O=CC1=C(N2CCOCC2)/C(=C/c2ccc(Cl)cc2)CC1,2.5,39,i,0.4,-0.3%,10%,-6%,4.1%,-2%,-28%,i,33
CCCCCCC(O)(CCN1CCCCC1)c1ccccc1 (configuration not stated),0.6,95,i,0.5,-0.1%,-5%,-10%,-0.8%,20%,13%,i,26
CCC(=O)Nc1ccc(C(=O)OCC(=O)c2cccs2)cc1,-0.7,47,i,0.2,-0.1%,12%,-4%,-3.1%,-4%,12%,i,15
CCCc1cc(CNC(=O)C2CCC(=O)N(CCc3cccc(F)c3)C2)on1 (configuration not stated),-0.1,51,i,0.0,-0.1%,10%,-13%,-4.1%,0%,0%,i,58
COc1ccc(N=C(N)N=C(N)N)c(OC)c1,-2.1,58,i,0.5,-0.3%,11%,-7%,1.8%,-5%,-22%,i,45
COc1ccc(-c2nc3c4ccccc4ccn3c2CN2CCCCC2)cc1,3.8,39,i,0.1,-0.1%,-15%,-4%,-2.2%,2%,-44%[20 µM],i,42
COc1cccc(-c2ccc(SCC(=O)N3CCOCC3)nn2)c1,-0.7,62,i,0.3,0.1%,6%,-10%,-2.7%,2%,-5%,i,8
O=C(Nc1ccc(N2CCOCC2)cc1)c1c(F)cccc1Cl,1.0,66,i,0.7,-0.3%,-4%,-24%,-3.3%,9%,-9%,i,22
S=c1[nH]nc(-c2cccc(Cl)c2)n1/N=C/c1ccco1,-0.2,46,·,·,-0.1%,0%,0%,-3.8%,-26%,35%,i,7
N=c1sccn1CC(=O)Nc1ccc(S(=O)(=O)N2CCOCC2)cc1,-1.5,47,i,1.1,0.3%,0%,16%,12%,-9%,15%,i,68
Cn1nc(NC(=O)CC23CC4CC(CC(C4)C2)C3)c2c(F)cccc21,1.6,38,i,0.5,1.0%,9%,1%,1.9%,-6%,6%,i,34
CSc1ccc(CN2C(=O)NC3(CCCCCCC3)C2=O)cc1,12,31,i,0.2,0.2%,9%,-6%,0.9%,-31%,-7%,i,20
N#CC1(Cc2ccc([N+](=O)[O-])cc2)c2ccccc2C=CN1C(=O)c1ccccc1 (configuration not stated),0.3,48,i,1.0,0.0%,-12%,-10%,·,6%,-11%,i,24
CC1(C)CC(NC(=O)CC(c2ccccc2)c2ccccc2)CC(C)(C)N1,4.7,58,i,0.2,0.0%,-3%,21%,-8.2%,-1%,-40%,i,33
CN(C)CCCN(C(=O)c1ccc(S(=O)(=O)N(C)C)cc1)c1nc2ccc(F)cc2s1,-1.4,85,i,0.0,0.1%,-12%,-50%,-0.9%,-8%,-28%,i,47
S=C(NC1CC1)N1CCCc2ccccc21,-0.4,58,i,0.6,-0.2%,2%,-26%,0.8%,-14%,-18%,i,59
Cc1nnc(SCC(=O)Nc2ncc(Cl)cc2Cl)n1Cc1ccccc1,0.2,39,i,0.6,-0.1%,9%,16%,5.1%,14%,10%,i,58
CSc1nc2ccc3nc(NC(=O)c4ccc(C)cc4)sc3c2s1,-1.4,94,i,1.1,0.3%,13%,-3%,-2.3%,-9%,12%,i,30
Cc1ccc(-c2nnc(SCc3ccccc3F)o2)cc1,4.4,75,i,5.5,0.2%,-154%,-44%,1.1%,9%,39%,i,16
O=C(CSc1nnc(-c2ccccc2)o1)N1CCc2ccccc2C1,0.2,75,i,1.1,-0.1%,-25%,-19%,-0.3%,-1%,-8%,i,45
CCn1c(/C=C/c2ccc(O)cc2)nc2ccccc2c1=O,2.8,77,i,1.0,-0.1%,23%,-6%,-0.1%,0%,13%,i,59
COc1ccc(OC)c(NC(=O)CN(C)S(=O)(=O)c2ccc3nc(C)sc3c2)c1,1.2,40,i,0.2,0.1%,16%,-17%,-0.1%,5%,-18%,i,14
CNc1nc(-c2ccccc2)nc(-c2ccc(OC)cc2)c1C#N,0.9,30,i,0.1,-0.3%,18%,-15%,-4.2%,3%,17%,i,59
COc1ccccc1CNC(=O)C1=C(C)C(=O)OC12CCC(C)CC2 (configuration not stated),1.8,52,i,3.0,-0.1%,-7%,-18%,-15%,4%,20%,i,37
Cc1ccc(-c2csc3ncnc(N4CCN(C(=O)c5ccccc5)CC4)c23)cc1,7.7,44,i,0.7,0.2%,-8%,-40%,4.5%,15%,-26%,i,46
COc1ccc(C(=O)NCC(=O)c2ccccc2)cc1,-0.1,63,i,0.5,0.0%,-45%,-52%,-0.1%,-11%,-38%[20 µM],i,56
O=C(NCCc1ccc(Cl)cc1)c1cccs1,0.1,45,i,0.2,-0.4%,-40%,-32%,-4.1%,3%,-2%,i,29
COC(=O)c1ccccc1NC(=O)C1CCN(C(=O)c2cc(OC)cc(OC)c2)CC1,-0.2,85,i,0.9,-0.2%,20%,-22%,-5.4%,-7%,34%,i,6
O=c1oc2ccccc2c(Nc2ccc(O)cc2)c1[N+](=O)[O-],1.5,56,i,0.5,0.2%,-26%,21%,3.8%,-9%,-17%,i,10
CC1CCN(c2nc(-c3ccc(F)cc3)cc(C(F)(F)F)n2)CC1,-1.1,87,i,0.7,-0.1%,16%,23%,-0.8%,1%,12%,i,26
COC(=O)c1sc(NC(=S)NC(=O)c2ccc(C)cc2)nc1C,0.7,53,i,0.5,-0.2%,13%,9%,0.2%,0%,15%,i,30
Cc1c(C(=O)c2ccccc2)c2ccccn2c1CCc1ccccn1,1.1,36,i,0.7,0.9%,-14%,5%,3.0%,0%,-28%,i,16
Cc1ccccc1NC(=O)CSc1ccc(-c2ccco2)nn1,-1.9,63,i,0.9,-0.1%,6%,-22%,0.8%,5%,1%,i,44
CCOC(=O)NC(=O)C(=CNNc1ncc(C(F)(F)F)cc1Cl)C(=O)NC(=O)OCC,1.5,39,i,0.3,0.0%,6%,-47%,-2.0%,-7%,6%,i,19
CCOc1ccc(CCNS(=O)(=O)c2cnc[nH]2)cc1OCC,-2.2,90,i,0.8,-0.1%,13%,-16%,3.5%,-3%,-15%,i,41
Nc1nc(-c2cc3c(cc2Cl)OCCO3)cs1,-0.3,53,·,·,-0.2%,5%,-35%,-4.2%,9%,10%,i,57
O=C(Cn1c(=O)sc2ccccc21)NCc1ccccn1,1.4,56,+,18*,-0.2%,-2%,-30%,-4.8%,4%,26%,i,25
COc1cccc2cc(-c3nc4ccccc4o3)c(=O)oc12,1.3,43,+,1.8*,-1.0%,-17%,-34%,-2.7%,11%,1%,i,26
CCCn1c(C(C)Nc2nc(C)cs2)nc2cc(Cl)c(Cl)cc21 (configuration not stated),3.4,71,i,0.9,0.0%,5%,0%,-3.5%,8%,-16%[20 µM],i,15
CCO/C=C1/C(=O)N(c2ccccc2OC)C(=O)c2ccccc21,0.1,55,i,0.3,0.6%,16%,-45%,-0.5%,-6%,24%,i,59
CN(C)S(=O)(=O)N(CC(=O)Nc1ccc(S(=O)(=O)N2CCCC2)cc1)c1ccccc1,-1.0,43,i,0.5,0.2%,6%,-17%,2.2%,3%,-20%,i,10
COc1cc(C(=O)O[C@H]2C/C(C)=C/CC[C@]3(C)O[C@@H]3C(O)C2C(C)C)cc(OC)c1OC (some centres not stated),4.3,85,i,0.1,-0.1%,12%,3%,-5.0%,-11%,21%,i,9
CC(=O)c1ccc(NC(=O)C2CC(=O)Nc3nc4ccccc4n32)cc1 (configuration not stated),0.3,59,i,1.1,0.0%,21%,2%,·,4%,·,i,35
COc1ccc(Cc2noc(CN(C)C3CC(C)(C)NC(C)(C)C3)n2)cc1OC,-0.3,59,i,0.3,-0.2%,21%,6%,-2.6%,13%,-14%,i,12
Cc1ccc(C2CC2C(=O)NNC(=S)Nc2cccc(Cl)c2)cc1 (configuration not stated),1.9,83,i,1.9,-0.4%,13%,2%,-7.3%,-2%,8%,i,32
COc1ccc(NC(=O)c2ccc(NC(=O)c3ccco3)cc2)c(OC)c1,1.0,41,i,0.2,-0.1%,16%,-16%,1.1%,-2%,-51%,i,29
COc1ccc(OC)c(NC2c3ccccc3C(=O)N2c2cccnc2)c1 (configuration not stated),1.2,86,i,3.5,-0.2%,2%,16%,7.1%,-17%,5%,i,16
O=C(COC(=O)c1ccc(-c2ccc([N+](=O)[O-])cc2)o1)NC(=O)NC12CC3CC(CC(C3)C1)C2,3.3,48,i,0.3,-0.1%,-10%,14%,-2.1%,3%,-13%,i,9
COc1ccc(NC(=O)c2ccc(COCC(F)(F)F)cc2)cc1OC,-1.1,47,i,0.4,0.3%,15%,-16%,4.4%,-1%,9%,i,27

# High-throughput results from PubChem BioAssay.
